Compound activity deposited in PubChem BioAssay by several laboratories.
CHT PAM = allosteric activators of human choline transporter CHT | Q9GZV3 | CHT-expressing cells, membrane potential dye, choline EC20; active compounds read high; LV-AA mutant CHT in HEK293 cells | B-score at 10 µM | hit rate 0.49% among 310,000 | AID 488977;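 active = initial fluorescence not abnormally high and integrated response B-score, plate-corrected, over 3 SD above library mean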
Target sequence (Q9GZV3 whole entry, looked up): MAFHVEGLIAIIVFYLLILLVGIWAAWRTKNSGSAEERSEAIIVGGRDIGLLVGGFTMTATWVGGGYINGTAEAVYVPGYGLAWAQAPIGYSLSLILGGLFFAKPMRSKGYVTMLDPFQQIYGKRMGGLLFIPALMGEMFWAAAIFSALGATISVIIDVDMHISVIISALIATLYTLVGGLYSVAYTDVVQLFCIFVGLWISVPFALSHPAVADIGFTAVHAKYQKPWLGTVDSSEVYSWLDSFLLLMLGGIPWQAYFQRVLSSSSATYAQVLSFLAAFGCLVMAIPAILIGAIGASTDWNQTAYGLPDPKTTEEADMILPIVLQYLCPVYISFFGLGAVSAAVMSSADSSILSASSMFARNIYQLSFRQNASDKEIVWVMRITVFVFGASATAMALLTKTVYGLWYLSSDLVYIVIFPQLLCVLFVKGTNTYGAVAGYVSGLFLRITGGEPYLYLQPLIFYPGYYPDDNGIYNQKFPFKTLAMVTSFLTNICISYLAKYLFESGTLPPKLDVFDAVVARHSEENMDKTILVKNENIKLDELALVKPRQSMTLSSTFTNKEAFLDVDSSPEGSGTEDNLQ
STK33 inh = blocks human STK33 kinase activity | Q9BYT3 | purified STK33, MBP phosphorylation, ADP-Glo luminescence | inhibition, % at 10 µM | hit rate 0.073% among 320,000 | AID 2661;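 active = inhibition at or above 25%, using the most active replicate where run in duplicate; inactive = inhibition below 25%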
Target sequence (Q9BYT3 whole entry, looked up): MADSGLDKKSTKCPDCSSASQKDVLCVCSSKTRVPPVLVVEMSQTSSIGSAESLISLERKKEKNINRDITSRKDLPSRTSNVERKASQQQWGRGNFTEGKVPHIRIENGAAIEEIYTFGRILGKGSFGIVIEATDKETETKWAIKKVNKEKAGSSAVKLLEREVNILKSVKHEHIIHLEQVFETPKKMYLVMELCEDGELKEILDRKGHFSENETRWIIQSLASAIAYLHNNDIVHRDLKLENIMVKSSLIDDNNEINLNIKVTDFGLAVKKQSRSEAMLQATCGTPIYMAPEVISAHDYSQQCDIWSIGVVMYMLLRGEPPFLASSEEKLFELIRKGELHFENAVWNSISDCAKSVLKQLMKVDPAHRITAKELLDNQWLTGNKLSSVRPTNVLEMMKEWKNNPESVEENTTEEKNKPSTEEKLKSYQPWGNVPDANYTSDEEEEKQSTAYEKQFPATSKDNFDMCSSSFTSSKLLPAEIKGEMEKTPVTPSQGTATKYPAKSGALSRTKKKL
CHT block = human CHT choline transport inhibition; CHT-expressing cells, membrane potential dye, choline response; active compounds read low; Q9GZV3; AID 488975; B-score at 10 µM; hit rate 0.86% among 310,000;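 active = B-score over 3 SD under the library average, and starting fluorescence ratio not unusually high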;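 also: choline stimulus applied at its EC90 after an EC20 pre-addition; B-score computed on integrated fluorescence ratio after choline addition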
The depositor's hits bear a star.

COc1ccc(Nc2nc(-c3cc4cccc(OC)c4oc3=O)cs2)cc1 was read as CHT PAM inactive, STK33 inh -2.6 and CHT block inactive.
For O=C(NCC(=O)N1CCCCC1)c1ccc(Cl)cc1Cl the results were CHT PAM inactive, STK33 inh -0.2 and CHT block inactive.
Screening Cc1c(Cl)cccc1NC(=O)NNC(=O)CCc1ccccc1 returned CHT PAM inactive, STK33 inh 2.3 and CHT block inactive.
`COc1ccc(S(=O)(=O)/C(C#N)=C/Nc2cccc(F)c2)cc1` gave CHT PAM inactive, STK33 inh -2.3 and CHT block inactive.
Screening Cc1ccc(S(=O)(=O)Nc2ccc(S(=O)(=O)Nc3cc(C)nc(C)n3)cc2)cc1 returned CHT PAM inactive, STK33 inh -3.3 and CHT block inactive.
`COc1ccc(OC(C)C(=O)NCc2cccnc2)cc1` (stereo not drawn) gave CHT PAM inactive, STK33 inh -1.8 and CHT block inactive.
Screening O=C(COC(=O)CC1CC2CCC1C2)Nc1cc([N+](=O)[O-])ccc1F (stereo not drawn) returned CHT PAM inactive, STK33 inh -1.1 and CHT block inactive.
`COc1ccc(NC(=O)COc2ccccc2)c(OC)c1` gave CHT PAM inactive, STK33 inh 0.1 and CHT block inactive.
For N/C(=N\OC(=O)c1cccc(Cl)c1)c1ccncc1 the results were CHT PAM inactive, STK33 inh 4.6 and CHT block inactive.
`Cc1ccc(C(=O)N2CCN(c3ccc(NC(=O)c4ccc(Br)o4)cc3)CC2)cc1` gave CHT PAM inactive, STK33 inh 0.6 and CHT block inactive.
Screening COc1ccc(Cl)cc1NC(=O)NC(C)C(C)(C)C (stereo not drawn) returned CHT PAM inactive, STK33 inh -2.6 and CHT block inactive.
COc1ccc(/C=N/NC(=O)c2cc(C(C)(C)C)[nH]n2)cc1COc1ccc(F)cc1F was read as CHT PAM inactive, STK33 inh -1.2 and CHT block inactive.
`O=c1c2cnn(-c3ccccc3)c2nnn1Cc1ccccn1` gave CHT PAM inactive, STK33 inh 1.1 and CHT block inactive.
`CCOC(=O)c1sc(NC(=O)C(OC(C)=O)c2ccccc2)nc1C` (stereo not drawn) gave CHT PAM inactive, STK33 inh -0.5 and CHT block inactive.
N/C(=N\OC(=O)CC(c1ccccc1)c1ccccc1)c1cccnc1 was read as CHT PAM inactive and CHT block inactive.
For CC(=O)N1CC=CC1(CC(C)C)C(=O)NCCN1CCOCC1 (stereo not drawn) the results were CHT PAM inactive, STK33 inh -0.7 and CHT block inactive.
For NS(=O)(=O)c1cc2c(cc1Cl)NC(c1ccccc1OCC(=O)O)NS2(=O)=O (stereo not drawn) the results were CHT PAM inactive, STK33 inh -0.4 and CHT block inactive.
O=C1C(Cl)=C(NCC2CCCO2)C(=O)N1CCc1ccccc1 (stereo not drawn) was read as CHT PAM inactive, STK33 inh -0.6 and CHT block inactive.
`CSc1ccccc1NC(=O)C(=O)c1c[nH]c2ccccc12` gave CHT PAM inactive, STK33 inh -0.6 and CHT block inactive.
`Cn1c2c(c(=O)n(C)c1=O)CN(CCCN1CCOCC1)CN2` gave CHT PAM inactive, STK33 inh -0.9 and CHT block inactive.
For S=C(NCC1CCCO1)Nc1cc(Cl)c(Cl)cc1Cl (stereo not drawn) the results were CHT PAM inactive, STK33 inh -1.3 and CHT block -9.9*.
For CC(=O)NNS(=O)(=O)c1scc(S(=O)(=O)c2ccc(Cl)cc2)c1C the results were CHT PAM inactive, STK33 inh -1.5 and CHT block inactive.
c1cncc(-c2nnc3n2N=C(c2cccs2)CS3)c1 was read as CHT PAM inactive, STK33 inh 0.2 and CHT block inactive.
For COc1ccccc1/C=C/C(=O)Nc1nc(N)n(-c2ccccc2)n1 the results were CHT PAM inactive, STK33 inh 3.1 and CHT block inactive.
Screening CN1C(=O)CC(n2c(CO)nc3ccccc32)C1=O (stereo not drawn) returned CHT PAM inactive, STK33 inh -1.8 and CHT block inactive.
For CCC(=O)N1c2ccc(S(=O)(=O)CCC(=O)NCCC3=CCCCC3)cc2CC1C (stereo not drawn) the results were CHT PAM inactive, STK33 inh 1.7 and CHT block inactive.
`CCn1cc(CNC(=O)/C=C/c2ccc([N+](=O)[O-])cc2)c(C)n1` gave CHT PAM inactive, STK33 inh -1.4 and CHT block inactive.
For NC(=O)c1ccc(NC(=S)NCc2ccco2)cc1 the results were CHT PAM inactive, STK33 inh -0.8 and CHT block inactive.
Screening CC1=NN(c2ccc(Cl)c(C(=O)O)c2)C(=O)C1 returned CHT PAM inactive, STK33 inh 4.8 and CHT block inactive.
COc1cccc(S(=O)(=O)NCc2ccc(C(=O)N3CCN(c4ccccc4OC)CC3)cc2)c1 was read as CHT PAM inactive, STK33 inh 0.0 and CHT block inactive.

Overlap with the part before: 4 compounds, followed by the next part.
`CCn1cc(CNC(=O)/C=C/c2ccc([N+](=O)[O-])cc2)c(C)n1` gave CHT PAM inactive, STK33 inh -1.4 and CHT block inactive.
For NC(=O)c1ccc(NC(=S)NCc2ccco2)cc1 the results were CHT PAM inactive, STK33 inh -0.8 and CHT block inactive.
Screening CC1=NN(c2ccc(Cl)c(C(=O)O)c2)C(=O)C1 returned CHT PAM inactive, STK33 inh 4.8 and CHT block inactive.
COc1cccc(S(=O)(=O)NCc2ccc(C(=O)N3CCN(c4ccccc4OC)CC3)cc2)c1 was read as CHT PAM inactive, STK33 inh 0.0 and CHT block inactive.
Screening COc1ccc(/C=C/C(=O)c2ccccc2)cc1COc1ccc(F)cc1 returned CHT PAM inactive, STK33 inh -0.8 and CHT block inactive.
Screening CCOC(=O)C1C(=O)C=C(c2ccc(Br)cc2)CC1c1ccco1 (stereo not drawn) returned CHT PAM inactive, STK33 inh -4.6 and CHT block inactive.
For COc1ccccc1CNC(=O)Cc1c[nH]c2ccccc12 the results were CHT PAM inactive, STK33 inh -1.1 and CHT block inactive.
Screening N#C/C(=C1/C(=O)Nc2ccc(Br)cc21)c1ccccn1 returned CHT PAM inactive, STK33 inh -1.6 and CHT block inactive.
Clc1ccc(C(c2ccccc2Cl)C(Cl)Cl)cc1 (stereo not drawn) was read as CHT PAM inactive, STK33 inh -1.3 and CHT block inactive.
For NC(=O)CSc1nc2ccccc2n1-c1ccccc1 the results were CHT PAM inactive, STK33 inh 0.6 and CHT block inactive.
Screening COc1ccccc1CNC(=S)NCCc1ccccc1 returned CHT PAM inactive and CHT block inactive.
Screening CCOC(=O)C1CCN(c2c(Nc3ccc(C)c(C)c3)c(=O)c2=O)CC1 returned CHT PAM inactive, STK33 inh 0.2 and CHT block inactive.
`CC(=O)Oc1ccccc1-n1c(C)nc(=O)c(-c2ccccc2)c1C` gave CHT PAM inactive, STK33 inh -0.7 and CHT block inactive.
Screening NC(=S)NC1CC2CC1C1C=CCC21 (stereo not drawn) returned CHT PAM inactive, STK33 inh -1.2 and CHT block inactive.
For O=C(COc1ccccc1)NCc1nnc(SCC(=O)Nc2nccs2)n1-c1ccccc1 the results were CHT PAM inactive, STK33 inh 2.6 and CHT block inactive.
`O=C(Cn1cnc2ccccc2c1=O)Nc1ccc(S(=O)(=O)N2CCOCC2)cc1` gave CHT PAM inactive, STK33 inh -0.2 and CHT block inactive.
For CCN1/C(=C2\C(=O)N(C)C(=S)N2C)C=Cc2ccccc21 the results were CHT PAM inactive, STK33 inh 0.4 and CHT block inactive.
COC(=O)C(CCSC)NC(=O)C12CC3CC(CC(C3)C1)C2 (stereo not drawn) was read as CHT PAM inactive, STK33 inh 0.3 and CHT block inactive.
Nc1nc(SCC(=O)O)[nH]c(=O)c1NC(=O)c1ccco1 was read as CHT PAM inactive, STK33 inh 1.5 and CHT block inactive.
CCCn1c(C)cc(/C=C(\C#N)C(=O)OCC(=O)Nc2cc(OC)c(OC)c(OC)c2)c1C was read as CHT PAM inactive, STK33 inh -0.1 and CHT block inactive.
Screening CC1CCC(NC(=O)CCNS(=O)(=O)c2ccccc2)CC1 (stereo not drawn) returned CHT PAM inactive, STK33 inh 0.6 and CHT block inactive.
O=C(CN1C(=O)NC2(CCCc3ccccc32)C1=O)NCc1ccco1 (stereo not drawn) was read as CHT PAM inactive, STK33 inh -1.7 and CHT block inactive.
O=C(NCc1ccccc1)c1ccc(CSc2ccccc2)o1 was read as CHT PAM inactive, STK33 inh 1.1 and CHT block inactive.
Screening Cc1cccc(C)c1C(=NCCN(C)C)c1ccccc1 returned CHT PAM inactive, STK33 inh -1.7 and CHT block inactive.
`O=C(CCCc1nc2ccccc2s1)NNC(=O)CCN1CCN(Cc2ccccc2)CC1` gave CHT PAM inactive, STK33 inh -1.6 and CHT block inactive.
Screening O=C(OCc1nc2ccc(Cl)cc2n1CCO)c1ccccc1 returned CHT PAM inactive, STK33 inh 0.5 and CHT block inactive.
For Cc1cccc(OCCN2C(=O)c3ccccc3C2=O)c1 the results were CHT PAM inactive, STK33 inh -1.8 and CHT block inactive.
Screening COc1ccc(-c2nc(-c3ccncc3)no2)c(OC)c1 returned CHT PAM inactive, STK33 inh 0.1 and CHT block inactive.
COC(=O)c1sc(N)c(C(=O)OC)c1COC(=O)CNS(=O)(=O)c1ccc(C)c(C)c1 was read as CHT PAM inactive, STK33 inh -1.5 and CHT block inactive.
`COCCC(=O)N1CCC(Oc2ccc(C(=O)NCc3ccon3)cc2)CC1` gave CHT PAM inactive, STK33 inh 0.7 and CHT block inactive.
Cc1ccc(O)c(NC(=O)C2CC(c3cccc(Br)c3)=NO2)c1 (stereo not drawn) was read as CHT PAM inactive, STK33 inh -3.9 and CHT block inactive.
For CCn1ccnc1CNC(=O)CC1C(=O)NCCN1Cc1ccccc1F (stereo not drawn) the results were CHT PAM inactive, STK33 inh -2.4 and CHT block inactive.
`CCN(CC(=O)NCc1cccs1)C(=O)c1cccc(S(=O)(=O)NC)c1` gave CHT PAM inactive, STK33 inh -2.4 and CHT block inactive.
`CCc1ccc(C(C)NC(=O)Cn2cnc3c(=O)n(C)c(=O)n(C)c32)cc1` (stereo not drawn) gave CHT PAM inactive, STK33 inh -1.4 and CHT block inactive.
For CC(=O)N1N=C(c2c(-c3ccccc3)c3cc(C)ccc3[nH]c2=O)CC1c1ccco1 (stereo not drawn) the results were CHT PAM inactive, STK33 inh 1.2 and CHT block inactive.
Screening Cc1onc(-c2ccccc2)c1C(=O)N/N=C/c1ccc(O)c([N+](=O)[O-])c1 returned CHT PAM inactive, STK33 inh 0.5 and CHT block inactive.
CS(=O)(=O)N1CCC(C(=O)Nc2ccccc2F)CC1 was read as CHT PAM inactive, STK33 inh -2.3 and CHT block inactive.
CC(C)(C)N1C(=O)[C@H]2[C@@H](c3ccc(Br)cc3)N3C(=O)N(c4cccc(F)c4)C(=O)[C@@]3(Cc3ccccc3)[C@H]2C1=O was read as CHT PAM inactive, STK33 inh -1.9 and CHT block inactive.
`O=C(Nc1nc(-c2cc(F)ccc2F)cs1)c1cccc(N2C(=O)CCC2=O)c1` gave CHT PAM inactive and CHT block inactive.
COc1ccc(CN2C(=O)c3cccnc3C2=O)cc1S(=O)(=O)N1CCCCC1 was read as CHT PAM inactive, STK33 inh 0.5 and CHT block inactive.
CCn1c(SCC(=O)NNC(=S)Nc2ccc(C)cc2)nnc1-c1ccc(Cl)cc1 was read as CHT PAM inactive, STK33 inh -0.5 and CHT block inactive.
Screening COC(=O)c1ccccc1NC(=O)CSc1nc(N)cc(=O)[nH]1 returned CHT PAM inactive, STK33 inh -0.9 and CHT block inactive.
Cc1cccc(CN(C)CCc2ccccn2)c1 was read as CHT PAM inactive, STK33 inh -0.2 and CHT block inactive.
Screening O=C1c2ccccc2C2(c3ccccc3)NCCN12 (stereo not drawn) returned CHT PAM inactive, STK33 inh -1.7 and CHT block inactive.
O=C(c1cnn(C(=O)COc2ccc(Cl)cc2)c1)c1ccccc1O was read as CHT PAM inactive, STK33 inh -2.1 and CHT block inactive.
Screening CCn1c(=O)c(C(=O)Nc2ccsc2C(=O)OC)c(O)c2ccccc21 returned CHT PAM inactive, STK33 inh -0.8 and CHT block inactive.
c1cncc(Nc2nc(-c3ccncc3)cs2)c1 was read as CHT PAM 7.5*, STK33 inh 9.3 and CHT block inactive.
For CC1C=CCC2C(=O)N(c3cccc(C(=O)NCc4ccccc4)c3)C(=O)C12 (stereo not drawn) the results were CHT PAM inactive, STK33 inh -1.6 and CHT block inactive.
Screening Cc1ccc(CNC(=O)CCS(=O)(=O)c2cc3c(cc2C)NC(=O)CO3)cc1 returned CHT PAM inactive, STK33 inh -0.2 and CHT block inactive.
O=C(NC1CCCC1)c1ccc(Cl)c(S(=O)(=O)N2CCCCC2)c1 was read as CHT PAM inactive, STK33 inh -2.0 and CHT block inactive.
COc1ccc(/C=C/C(=O)Nc2cccc(C(C)=O)c2)cc1 was read as CHT PAM inactive, STK33 inh 1.9 and CHT block inactive.
For CCN(CC)c1ccc(NC(=O)COC(=O)c2ccc3ccccc3n2)cc1 the results were CHT PAM inactive, STK33 inh 0.5 and CHT block inactive.

Gathered by group, the compounds so far with a tert-butyl group (3)
Screening COc1ccc(Cl)cc1NC(=O)NC(C)C(C)(C)C (stereo not drawn) returned CHT PAM inactive, STK33 inh -2.6 and CHT block inactive.
COc1ccc(/C=N/NC(=O)c2cc(C(C)(C)C)[nH]n2)cc1COc1ccc(F)cc1F was read as CHT PAM inactive, STK33 inh -1.2 and CHT block inactive.
CC(C)(C)N1C(=O)[C@H]2[C@@H](c3ccc(Br)cc3)N3C(=O)N(c4cccc(F)c4)C(=O)[C@@]3(Cc3ccccc3)[C@H]2C1=O was read as CHT PAM inactive, STK33 inh -1.9 and CHT block inactive.

Two entries drawn at random from those above, as already listed:
CCn1c(SCC(=O)NNC(=S)Nc2ccc(C)cc2)nnc1-c1ccc(Cl)cc1 was read as CHT PAM inactive, STK33 inh -0.5 and CHT block inactive.
For CCN(CC)c1ccc(NC(=O)COC(=O)c2ccc3ccccc3n2)cc1 the results were CHT PAM inactive, STK33 inh 0.5 and CHT block inactive.
